# Compound activity as filed in PubChem.
# EWS-Fli inh = inhibitors of EWS/Fli oncoprotein transcriptional activity; A673 NR0B1-luciferase reporter, viability-normalised; inhibition, % at 12.6 µM; actives 0.67% (n = 350,000);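 active = mean inhibition of at least 50% after viability correction, with every replicate also passing that limit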;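 note: firefly luciferase signal divided by Alamar Blue viability fluorescence both relative to DMSO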
# Cneo AK release = Cryptococcus neoformans lysis via adenylate kinase release; C. neoformans lysis, adenylate kinase release luminescence, 4 h; normalised: neutral wells 0, clomiphene wells 100; lysis activity, % at 15 µM; actives 0.2% (n = 360,000);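 active = mean lysis activity across replicates of at least 80%, whatever share of replicates individually reach that level; inactive = mean lysis activity below 80%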
#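 read-out = cell lysis signal | test system = log-phase Cryptococcus neoformans yeast cells | input = cells at 5 × 10^6 per mL | medium = fresh YPD growth medium | signal = luminescent adenylate kinase detection reagent | timing = 4 h at 37 °C static, read 1 h later | dosing = single dose | controls = Clomiphene as positive lysis control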
# miR122 inh = blocks miR-122 activity in Huh7 sensor cells | Huh7 miR-122 Renilla luciferase sensor, 48 h; neutral wells = 0, positive control = 100 | activation (reporter increase), % at 12.5 µM | actives 0.3% (n = 340,000) | AID 602342;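 active = mean replicate activation score at least 90 and every replicate individually at or above 90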;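 note: higher luciferase means less miR-122 activity so hits act as miR-122 inhibitors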
# FN deposit inh = fibronectin deposition inhibition. AH1F fibroblasts, Alexa488-fibronectin deposition fluorescence, overnight. AID 743247. inhibition, % at 12.6 µM. actives 0.086% (n = 350,000);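 active = mean inhibition across replicates of 30% or more, regardless of how many single replicates reach that level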;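 note: positive control wells lacked labelled fibronectin entirely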
#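 Assay system: AH1F fibroblast monolayer, labelled fibronectin deposition. Amount: 10000 cells per well. Also added: labelled fibronectin 24 nM. Compound: single-point pinned compound. Incubation: cell attachment 1 h, compound and FN exposure overnight. Detection: fluorescence after three HBSS washes, excitation 485 nm, emission 525 nm. Read-out: inhibition of fibronectin deposition signal.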
# Casp6 inh = inhibitors of human caspase-6. inhibition, % at 12.5 µM. purified caspase-6, Z-VEID-R110 cleavage fluorescence. actives 0.53% (n = 350,000). AID 686996;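 active = mean inhibition across replicates at least about 35%, with every replicate also reaching that limit, limit read from the data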;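 note: 0% = median of neutral control wells and 100% = no fluorescence left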
# Target sequence (P55212 24-179 limits assumed): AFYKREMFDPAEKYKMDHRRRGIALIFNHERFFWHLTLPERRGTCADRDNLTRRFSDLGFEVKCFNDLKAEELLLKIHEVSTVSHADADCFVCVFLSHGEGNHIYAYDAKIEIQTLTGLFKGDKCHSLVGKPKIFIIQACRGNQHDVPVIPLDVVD
# Target sequence (P55212 194-293 limits assumed): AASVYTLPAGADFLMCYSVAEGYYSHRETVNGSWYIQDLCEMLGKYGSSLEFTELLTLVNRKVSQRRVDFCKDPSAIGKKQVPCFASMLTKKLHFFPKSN
# PGC1a acetyl inh = PGC1a acetylation modulation, inhibitor mode. U2OS PGC1a acetylation, AlphaScreen anti-acetyl-lysine; with virally co-expressed GCN5 acetyltransferase. inhibition, % at 15.6 µM. actives 0.17% (n = 350,000). AID 651687;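 active = every replicate shows inhibition of at least 40%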;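 note: 0% = neutral control wells and 100% = positive control wells; some results beyond the cut were filed as inactive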
# LGR2 inh = inhibitors of bursicon-induced Drosophila LGR2 receptor cAMP signaling; inhibition, % at 9.99 µM; AID 720647; actives 0.35% (n = 380,000); HEK293 LGR2, CRE-luciferase, bursicon-stimulated, 4 h;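 active = drop in luminescence signal, shown as inhibition above about 50% in the replicate tests, limit read from the data, passing the limit was not always enough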;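 note: agonist challenge used bursicon conditioned medium at about half maximal strength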
# PAX8 inh HTS = PAX8 transcriptional activity inhibition. actives 1.2% (n = 360,000). RMG-I TPO-luciferase reporter, SteadyGlo, 24 h. inhibition, % at 12.6 µM;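 active = mean replicate inhibition at least 60% with every replicate also reaching 60%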;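 note: luciferase light reporting Pax8 driven TPO promoter activity; plate controls were median of neutral control wells for no effect and mitoxantrone controls for full effect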
# Starred values were filed as active, the others as inactive; / = no result given; [ ] = another dose, or the depositor's remark.
# Second line of a record – EWS-Fli inh, Cneo AK release, miR122 inh, FN deposit inh, Casp6 inh, PGC1a acetyl inh, LGR2 inh, PAX8 inh HTS
C[C@H](CO)N1C[C@H](C)[C@H](CN(C)S(=O)(=O)c2cccs2)Oc2ccc(NC(=O)CCCCCC(=O)Nc3ccccc3N)cc2CC1=O
    30.6, 1.7, -9.7[16.7 µM], -13.5, /, -3.6, -6.0, 14.8
CCOC(=O)/C(=C\c1ccc(Cl)cc1)c1nc2sc(C)c(C)c2c(=O)[nH]1
    /, 20.0, 3.5, -7.1, /, /, 40.3, -13.9
O=C(NS(=O)(=O)Oc1ccc(F)cc1F)OC[C@@H]1CCCN2CCCCC12 (some centres undefined)
    5.2, 2.9, 1.1, 2.5, 2.8, -16.1, -10.9, -30.0
O=C(CCC(=O)c1cccs1)OCC(=O)c1ccccc1F
    -0.2, -0.6, 1.1, 3.3, 0.9, 5.4, 1.9, -1.2
Cc1ccc(CS/C(Nc2ccccc2C)=C(\C#N)C(N)=O)c(C)c1
    9.3, /, /, 0.2, -2.4, /, 20.6, 11.9
C[C@H](CO)N1C[C@H](C)[C@@H](CN(C)Cc2ccccc2)Oc2ccc(NC(=O)C3CCCCC3)cc2C1=O
    -1.5, 4.4, 0.8[16.7 µM], /, -6.8, /, /, -12.0
Fc1ccc(-c2csc(Nc3ccccn3)n2)cc1
    -32.1, 0.4, /, 2.1, -2.9, /, -41.4, -267.9
CCn1c(SCC(=O)N(C)CCC#N)nc2cc(S(=O)(=O)N3CCOCC3)ccc21
    -8.3, /, /, 1.9, -0.4, /, 2.3, 13.0
COCCNC(=O)c1ccccc1-c1nc(-c2ccccc2Cl)no1
    /, -8.0, 13.7, /, /, 4.9, -4.9, /
OCCOCCn1c(C(CO)Nc2nc(-c3ccc(Cl)cc3)cs2)nc2ccccc21 (centres undefined)
    5.5, -0.3, 3.6, 2.7, 8.4, 6.0, -0.1, 12.5
COCC#Cc1ccc([C@@H]2[C@H]3CN(S(=O)(=O)c4cccc(OC)c4)CCCCN3[C@H]2CO)cc1
    /, -1.3, 2.0[16.7 µM], /, -0.7, 0.5, 1.3, 13.4
Cc1ccc(CNC(=O)Cn2ccc(NC(=O)OCc3ccccc3)nc2=O)o1
    -2.8, 4.8, -7.5, -2.9, /, /, -1.7, -49.3
CN(C)c1ccc(C=C2C=C(c3ccccc3)OC2=O)cc1
    -21.4, -0.3, 1.4, -0.4, -1.7, 0.9, -33.9, -33.8
Cc1nn(CC(=O)NC2CCS(=O)(=O)C2)c(C)c1[N+](=O)[O-] (centres undefined)
    12.4, 0.9, -0.7, -0.3, -0.4, 1.0, -6.4, 1.6
CCC1CCCCN1C(=O)Cn1c(C(=O)OC)cc2ccsc21 (centres undefined)
    /, 1.6, -0.7, 7.9, /, -2.0, /, /
CN(C)c1ccc(CNS(=O)(=O)c2ccc3c(c2)C(C)(C)C(=O)N3C)cc1
    13.5, 0.6, 9.4, 3.5, -2.4, -4.3, 27.4, 5.3
CS(=O)(=O)c1ccc(N)cc1
    -2.6, 0.3, 1.5, 5.1, 2.8, -22.9, 0.2, 5.1
O=C(CSc1nccc(=O)[nH]1)N1CCc2ccccc2C1
    12.3, 1.1, -0.5, /, 1.5, 6.5, 7.3, /
COc1cc(/C=C2/C(=N)N3N=C(C)SC3=NC2=O)ccc1OS(=O)(=O)c1ccc(C)cc1
    -6.3, 0.4, /, 1.7, 9.9, /, 7.9, -3.0
CC1CCCN(CCC(=O)c2ccccc2)C1 (centres undefined)
    -2.0, -1.4, -5.2, 0.8, -2.1, 4.7, -4.9, 18.1
Cc1cc(C)cc(N2C(=O)CS(=O)(=O)C2c2ccccc2)c1 (centres undefined)
    -1.9, 39.1, /, /, 5.4, 5.2, /, -6.1
CCOc1cc(/C=N/Nc2nncc(-c3ccccc3)n2)ccc1O
    1.5, /, -4.7, -1.5, 2.9, -18.7, 7.6, 0.4
C/C=C/c1ccc([C@@H]2[C@@H](CO)N(C(=O)C3CC3)[C@H]2CN(C)C(C)=O)cc1
    -0.6, -5.4, -7.1[16.7 µM], -13.1, 1.2, -3.2, 6.1, -12.7
Cc1cc(C(F)F)nn1CC(=O)NC1C(=O)N2C(C(=O)O)=C(CSc3nnnn3C)CSC12 (centres undefined)
    3.4, /, /, -7.4, 7.6, 0.7, -34.6, 5.5
CC(C)Cn1cc(Cl)c(=O)n(CC(C)C)c1=O
    13.9, /, /, -2.0, -6.0, -7.1, 13.4, 9.4
CC(C)NC(=O)N(C)C[C@H]1Oc2ccc(NS(=O)(=O)c3cccs3)cc2C(=O)N([C@@H](C)CO)C[C@H]1C
    -3.2, /, -0.7[16.7 µM], /, /, 0.3, 7.9, /
COc1ccccc1C(=O)Nc1c(C(=O)N(CCN(C)C)Cc2ccco2)oc2ccccc12
    /, 2.8, -2.7, -8.3, 2.4, /, 11.9, 11.2
CCCNC(=O)N1[C@H](CNC(=O)c2cccc(F)c2)[C@H](c2ccccc2)[C@@H]1CO
    6.7, -0.4, 28.6[16.7 µM], -0.2, /, 0.5, -4.3, 11.2
CCCCn1c(C(C)NC(=O)CCC)nc2ccccc21 (centres undefined)
    1.8, -3.0, -4.7, 0.8, -1.7, -11.1, /, 11.4
CC(C)(C)c1cc(CCC(=O)NCC2CCCO2)cc(C(C)(C)C)c1O (centres undefined)
    0.8, 3.4, -10.9, -3.0, 4.7, /, 6.3, 12.6

# Of the compounds above, these contain an NH in an aromatic ring.
# Second line of a record – EWS-Fli inh, Cneo AK release, miR122 inh, FN deposit inh, Casp6 inh, PGC1a acetyl inh, LGR2 inh, PAX8 inh HTS
CCOC(=O)/C(=C\c1ccc(Cl)cc1)c1nc2sc(C)c(C)c2c(=O)[nH]1
    /, 20.0, 3.5, -7.1, /, /, 40.3, -13.9
O=C(CSc1nccc(=O)[nH]1)N1CCc2ccccc2C1
    12.3, 1.1, -0.5, /, 1.5, 6.5, 7.3, /

# The main list resumes; the 4 compounds before the break are reprinted first.
# Second line of a record – EWS-Fli inh, Cneo AK release, miR122 inh, FN deposit inh, Casp6 inh, PGC1a acetyl inh, LGR2 inh, PAX8 inh HTS
COc1ccccc1C(=O)Nc1c(C(=O)N(CCN(C)C)Cc2ccco2)oc2ccccc12
    /, 2.8, -2.7, -8.3, 2.4, /, 11.9, 11.2
CCCNC(=O)N1[C@H](CNC(=O)c2cccc(F)c2)[C@H](c2ccccc2)[C@@H]1CO
    6.7, -0.4, 28.6[16.7 µM], -0.2, /, 0.5, -4.3, 11.2
CCCCn1c(C(C)NC(=O)CCC)nc2ccccc21 (centres undefined)
    1.8, -3.0, -4.7, 0.8, -1.7, -11.1, /, 11.4
CC(C)(C)c1cc(CCC(=O)NCC2CCCO2)cc(C(C)(C)C)c1O (centres undefined)
    0.8, 3.4, -10.9, -3.0, 4.7, /, 6.3, 12.6
COc1cc2c(ccc3cc(OC)c(OC)c(O)c32)cc1O
    42.1, -2.1, -16.6, /, 85.7*, 2.9, /, /
COc1cc(OC)c(N(C)S(=O)(=O)c2cccc(C(=O)Nc3nnc(C4CC4)s3)c2)cc1Cl
    -4.2, /, 4.3, -2.5, 1.6, -9.9, 3.4, 26.8
C/C=C/C(=O)OCC(=O)Nc1cc(OC)c([N+](=O)[O-])cc1C
    4.7, /, /, /, 1.5, -3.8, -0.1, 2.1
O=C(On1c(-c2ccccc2)nc2ccccc2c1=O)c1ccco1
    /, -3.8, 5.8, /, /, -21.8, -9.8, /
CC(=O)c1cc2c(cc1NC(=O)Cc1c(C)noc1C)OCO2
    -13.3, 0.3, -10.5, /, 4.7, -0.2, 0.8, -4.2
CCSc1nnc(NC(=O)C2CC2c2ccccc2)s1 (centres undefined)
    -4.5, /, /, -2.4, -4.0, /, -11.3, 11.5
CC(=O)c1ccc(Oc2ccc(C(=O)c3ccc(C)c(C)c3)cc2[N+](=O)[O-])cc1
    -16.5, -1.4, -1.0, -2.8, 1.2, /, 8.4, 0.8
c1ccc(-c2nc3cnccn3c2Nc2ccc3c(c2)OCCO3)cc1
    /, -5.2, -9.9, -6.5, /, -11.6, /, 6.5
C[C@H](O)C#Cc1ccc([C@@H]2[C@H]3CN(C(=O)Nc4ccccc4)CCCCN3[C@H]2CO)cc1
    9.1, 1.8, 15.7[16.7 µM], /, 4.2, 10.8, -14.2, -32.7
O=C(CNc1cccc(F)c1)Nc1cccc(S(=O)(=O)N2CCCCC2)c1
    -3.4, -1.4, 4.4, -3.2, -0.5, -5.1, 3.0, 13.3
CCOC(=O)c1ccc(N2C(=O)CC(N(C)CCc3ccc(OC)c(OC)c3)C2=O)cc1 (centres undefined)
    /, -3.8, -6.3, /, /, 51.6, 6.6, /
O=C(CN1CCN(c2ccc(O)cc2)CC1)Nc1ccc(-c2ccccc2)cc1
    -7.4, 0.2, /, 4.8, 13.5, /, -29.4, 2.1
COc1cc(OC)c(C2SCCCS2)cc1OC
    4.1, /, /, 7.0, 3.5, /, 16.3, 40.0
Nc1nc(SCc2ccc(Br)cc2)[nH]c(=O)c1-c1ccccc1
    0.3, -2.6, -3.5, /, -0.6, 5.2, 4.2, -8.0
O=C(COC(=O)C1CCCCC1)Nc1ccc(S(=O)(=O)N2CCOCC2)cc1
    0.3, /, 1.3, 3.5, /, 1.4, 5.7, -5.4
ON(Cc1c(F)cccc1Cl)Cc1c(F)cccc1Cl
    13.5, 4.4, 1.2, 6.3, -5.6, 0.5, -5.7, 5.5
COCc1nnc(NC(=O)C2CC(=O)N(c3ccc(C)c(Cl)c3)C2)s1 (centres undefined)
    -1.0, /, /, 1.2, -2.5, /, -1.8, -2.6
O=C(c1sc2cc([N+](=O)[O-])ccc2c1Cl)N1CCCCC1
    /, -0.5, -8.7, 1.2, /, 9.6, -32.7, -38.2
CN(CC(=O)Nc1cccc(F)c1)C(=O)c1cccnc1Sc1ccccc1Cl
    3.9, 1.7, /, 3.4, 0.1, /, 15.8, 0.7
C[C@@H]1CN([C@@H](C)CO)C(=O)c2cc(NC(=O)Nc3ccc4c(c3)OCO4)ccc2O[C@@H]1CN(C)S(C)(=O)=O
    -12.2, -0.4, -3.6[16.7 µM], /, -0.2, 4.2, -4.9, /
CSc1nc(-c2ccccc2F)c(C#N)c(=O)n1C
    -4.3, /, /, -3.0, -3.3, /, 22.4, 9.9
O=C(C[C@@H]1CC[C@@H]2[C@H](COC[C@@H](O)CN2C(=O)Nc2ccccc2)O1)NCc1ccccc1F
    -6.9, 3.0, 7.6[16.7 µM], 4.6, 0.8, -5.1, -8.5, -7.2
CCCCn1c(SCC(=O)Nc2cc(C)on2)nc2ccccc2c1=O
    /, -2.1, -16.6, 8.1, /, 1.3, -5.7, /
CCC(=O)c1ccc(OCC(O)Cn2nc(C)c(C(C)=O)c2C)cc1 (centres undefined)
    9.2, /, /, /, -0.4, /, 7.2, -4.3
O=C(NC1CCCCC1)N[C@@H]1C=C[C@@H](CC(=O)N2CCOCC2)O[C@H]1CO
    /, 0.4, /, /, -2.5, 3.9, 5.4, /
Cc1ccc(C)c(CSCC(=O)NCc2cccs2)c1
    11.0, /, /, /, 1.0, -4.2, 7.6, 9.7
Cc1ccc(C(=O)N2CC(=O)Nc3ccc(F)cc3C2c2ccccc2)cc1 (centres undefined)
    2.8, -0.3, /, -6.6, 4.4, 7.4, 3.0, 9.3
Cc1ccc2oc(=O)c(/C=C(\O)c3ccco3)nc2c1
    4.5, -6.2, -3.8, 9.2, 2.1, -0.9, /, 21.4

# Compounds as they come, and some 2.5% of all compounds hit somewhere here.
